Screening results (PubChem)
TDP1 inh: TDP1 (human) enzyme inhibition; Q9NUW8; recombinant TDP1, AlphaScreen DNA substrate cleavage; Potency, µM (doses to about 130 µM), for inactives: top-dose activity change, negative = inhibition, usual class: inhibitors; 350,000 compounds, 0.28% hits; AID 485290; also: nearly all actives have a fitted effect of over 40% in size
Target sequence (Q9NUW8 whole entry, looked up): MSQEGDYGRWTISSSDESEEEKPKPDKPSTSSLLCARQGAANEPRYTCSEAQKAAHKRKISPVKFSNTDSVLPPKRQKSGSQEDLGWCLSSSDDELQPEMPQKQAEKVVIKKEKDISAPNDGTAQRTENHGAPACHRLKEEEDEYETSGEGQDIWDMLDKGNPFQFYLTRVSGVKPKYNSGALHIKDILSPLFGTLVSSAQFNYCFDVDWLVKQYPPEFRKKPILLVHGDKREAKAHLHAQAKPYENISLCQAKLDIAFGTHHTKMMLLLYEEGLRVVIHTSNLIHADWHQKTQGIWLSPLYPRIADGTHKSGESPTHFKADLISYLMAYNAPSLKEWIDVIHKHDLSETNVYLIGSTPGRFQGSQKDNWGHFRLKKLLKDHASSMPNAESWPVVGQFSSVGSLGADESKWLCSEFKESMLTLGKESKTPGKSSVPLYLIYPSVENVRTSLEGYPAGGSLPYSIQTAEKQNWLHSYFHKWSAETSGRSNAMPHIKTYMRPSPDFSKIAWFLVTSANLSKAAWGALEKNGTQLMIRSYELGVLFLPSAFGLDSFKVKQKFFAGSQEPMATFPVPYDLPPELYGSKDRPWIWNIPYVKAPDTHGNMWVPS
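Tdp1 1 nM final; 15 min RT w/ cpd; substrate 15 nM, 5 min; beads 10 ug/ml, 10 min; AlphaScreen read. Neg ctrl: no enzyme.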
N370S GC: inhibits or activates N370S mutant glucocerebrosidase; P04062; N370S GC spleen homogenate, 4MU-glucoside fluorescence; Potency, µM (series often up to 59.4 µM), without a hit: at the top dose activity change, negative = inhibition, most hits filed as inhibitors; 330,000 compounds, 0.092% hits; AID 2101;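 also: 0% = full enzyme activity and -100% = no enzyme basal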
FEN1 inhibitor: human FEN1 inhibition. P39748. Recombinant FEN1 flap cleavage, fluorescence, 15 min. Potency, µM (top dose mostly 114 µM), without a hit: top-dose activity change, negative = inhibition, most hits filed as inhibitors. 390,000 compounds, 0.35% hits. AID 588795; also: nearly all actives have a fitted effect of over 65% in size
Target sequence (P39748 whole entry, looked up): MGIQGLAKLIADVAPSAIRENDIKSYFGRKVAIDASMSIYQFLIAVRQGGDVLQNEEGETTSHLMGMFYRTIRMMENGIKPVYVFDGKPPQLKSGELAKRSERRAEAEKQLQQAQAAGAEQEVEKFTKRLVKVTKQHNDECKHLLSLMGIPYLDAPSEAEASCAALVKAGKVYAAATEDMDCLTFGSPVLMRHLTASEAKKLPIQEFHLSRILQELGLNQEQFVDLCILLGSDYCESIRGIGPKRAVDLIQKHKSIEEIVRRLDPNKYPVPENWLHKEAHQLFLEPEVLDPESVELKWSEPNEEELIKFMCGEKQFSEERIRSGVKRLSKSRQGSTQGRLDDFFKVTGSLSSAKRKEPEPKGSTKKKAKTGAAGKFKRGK
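In this screen, 50 nM flap DNA substrate was added to 10 nM FEN1 pretreated with compound for 15 min at room temperature; cleavage was followed with reads at 0 and 15 min, and Hill fitting gave concentration–response parameters.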
An asterisk follows results filed as active; ? = inconclusive; · = no result given; [ ] = another dose, or the depositor's remark. Calls follow the shape of the dose curve; as a rule, active = well fitted curve in the direction sought with a large enough effect; inconclusive = small, poorly fitted or top-dose-only effect, or another doubt; inactive = no such curve, though single readings can be large; an effect the other way counts as inactive or inconclusive. Unless noted, % is scaled to controls: 0 for no effect and ±100 for the full control effect; potency is read from the fitted curve at half-maximal effect. Rows are unselected; 0.57% or so of the library scored in one or more.

Compound	TDP1 inh	N370S GC	FEN1 inhibitor
O=C(CSc1nnc2ccccn12)NNC(=O)c1ccc([N+](=O)[O-])cc1	·	-7%	-12%
Cc1cc(-c2ccc(N=Nc3cc(S(=O)(=O)O)c4ccccc4c3N)c(C)c2)ccc1N=Nc1cc(S(=O)(=O)O)c2ccccc2c1N	13%	?	·
CC(C)NC(=O)c1ccc(CS(=O)(=O)c2ccc(Br)cc2)o1	4%	-6%	-17%
COc1ccc(C2=NOC(C(=O)NCCN3CCOCC3)C2)cc1 (stereo not given)	8%	-2%	-1%
O=C(NN1C(=O)C2C(C1=O)C1C=CC2C12CC2)c1cccnc1 (stereo not given)	0%	-6%	6%
CC(C)CNC(=O)COC(=O)c1c2c(nc3ccccc13)/C(=C/c1cccs1)CC2	·	-11%	6%
Cc1ccc(C(=O)N(CC#N)CC#N)cc1C	2%	-3%	-9%
CSc1nnc(NC(=O)c2ccc3c(c2)OCO3)s1	1%	-4%	6%
COc1ccc([C@@H]2[C@@H]3C(=O)N(C(C)(C)C)C(=O)[C@@H]3[C@]3(Cc4ccccc4)C(=O)N(c4cccc(C)c4)C(=O)N23)cc1	4%	-3%	-5%
CC1CN(S(=O)(=O)c2ccc(C(=O)NN3CCN(C)CC3)cc2)CC(C)O1 (stereo not given)	0%	2%	-3%
Cc1cc(C)c(Cn2c(=O)n(CCC(=O)NCc3ccc4c(c3)OCO4)c(=O)c3ccccc32)c(C)c1	0%	·	-3%
Cc1ccccc1N/N=C/c1ccc(N2CCOCC2)cc1	6%	-4%	9%
Nc1c(C(=O)Nc2nccs2)sc2nc(-c3cccs3)cc(C(F)(F)F)c12	-5%	·	-5%
O=C(NC1(C(F)(F)F)NC(=O)N(c2ccc(F)c(Cl)c2)C1=O)c1ccncc1 (stereo not given)	4%	-5%	2%
Cc1cccn2c(CNCCc3ccccn3)c(C(=O)N3CCOCC3)nc12	1%	2%	6%
CC1=[N+](CC(=O)NC(C)(C)C)CCc2ccccc21	3%	?	-8%
COC(=O)c1cn(C(=O)c2cc(OC)cc(OC)c2)c2ccccc12	·	-8%	-5%
COc1ccccc1OCCCn1c(C2CC(=O)N(c3ccccc3Cl)C2)nc2ccccc21 (stereo not given)	10%	·	8%
CCOC(=O)CC(=O)c1cc(OC)c(OC)c(OC)c1	12%	20%	8%
NC(=O)c1ccc2c(=O)n3c(-c4cc(Cl)c(N)c(Cl)c4)csc3nc2c1	79µM*	1%	?
Cc1ccoc1C(=O)Nc1cccc(Oc2ccccc2)c1	-2%	-1%	-9%
Cc1ccc(-n2c3c(cc(C(=O)NCc4ccco4)c2=O)C(=O)CC(C)(C)C3)cc1	1%	?	7%
CC1(C)CC(C(=O)NCCC(c2ccccc2)c2ccco2)CCO1 (stereo not given)	-3%	-1%	-2%
O=C(NCCc1ccccn1)c1ccc(S(=O)(=O)N2CCCCCC2)cc1	4%	?	2%
O=C(O)Cc1sc(Nc2ccccc2)nc1-c1cccs1	·	-12%	-3%
COc1cc(C2NC(=S)NC3=C2CCc2ccccc23)cc(OC)c1OC (stereo not given)	8%	-4%	-7%
CCOC(=O)c1cnc(-n2nc(C)cc2C)nc1NNc1nc(-c2ccccc2)cc(-c2ccccc2)n1	8%	13%	-14%
COC(=O)c1ccc(C(=O)OC)c(NC(=O)c2cccnc2)c1	·	-10%	-2%
O=C(NC1(O)C(=O)c2ccccc2C1=O)c1ccccc1	-2%	1%	2%
Cc1ccc(C)c(OCc2nc3ccccc3n2C)c1	6%	·	-12%
NS(=O)(=O)c1ccc(CCNC(=O)COC(=O)c2ccc([N+](=O)[O-])o2)cc1	-11%	·	?
Cc1nc2scc(-c3ccccc3)c2c(=O)n1N	2%	-1%	-1%
Cc1c(C(=O)NCCc2ccc(S(N)(=O)=O)cc2)cccc1[N+](=O)[O-]	5%	-9%	1%
CCOC(=O)c1cnc2sc3c(n2c1=O)CCCC3	8%	?	-16%
CSc1ccccc1NC(=O)CN(C1CCCCC1)S(C)(=O)=O	-1%	?	-4%
COc1ccc(NC(=O)CN(C)C(=O)c2ccc(COc3ccccc3)cc2)cc1	1%	·	19%
CC1CCN(C(=O)c2[nH]cnc2C(=O)NCc2ccccc2)CC1	1%	·	0%
Cc1ccccc1NC(=O)Cc1nc(COC(=O)c2ccc(C(F)(F)F)cc2)cs1	0%	·	-2%
Cc1ccsc1/C=C(/C#N)C(=O)NCc1ccccc1	2%	3%	1%
COc1cc(OC)c(NC(=O)c2cncn2-c2ccc(F)cc2)cc1Cl	10%	2%	-4%
Cc1csc2ncc(C(=O)N(Cc3ccccc3)c3ccccn3)c(=O)n12	0%	2%	3%
CCOC(=O)C(NC(C)=O)(Nc1ccc(S(=O)(=O)Nc2ncccn2)cc1)C(F)(F)F (stereo not given)	2%	-15%	-1%
CC1(O)C(=O)C=C2C=C(c3ccsc3)OC=C2C1=O (stereo not given)	-1%	-2%	·
COc1ccc(S(=O)(=O)N2CCCC(C(=O)NCc3ccc(F)cc3)C2)cc1 (stereo not given)	14%	0%	1%
CNC(=O)c1ccsc1NC(=O)CS(=O)(=O)c1ccccc1	-11%	-2%	5%
COc1ccc(N2CC(C)Cn3c2nc2c3c(=O)n(CCc3ccccc3)c(=O)n2C)cc1 (stereo not given)	6%	-17%	1%
CC(C)NC(=O)CSc1nc2ccccc2n1CC(=O)N1CCc2ccccc21	6%	5%	-1%
COc1ccc(N/C=C/C(=O)c2ccccc2)cc1	·	-3%	16%
CCOC(=O)c1c(NC(=O)CSc2nnc(-c3ccncc3)n2Cc2ccco2)sc(C)c1C	9%	10%	-7%
CCC(CC)c1nnc(NC(=O)Cc2cccs2)s1	-3%	4%	16%
Cn1cccc1Cc1nnc(SCC(=O)NC2CCCC2)n1CCc1ccccc1	9%	1%	1%
Cc1cc(C)c(NC(=S)N(C)C)cc1C	-2%	16%	1%
CN1CCN(C(=O)C2=C[C@H](c3csc4ccccc34)C[C@H](OCc3ccc(CO)cc3)O2)CC1	4%	-27%	9%
O=C(Cn1nc(C(=O)O)c2ccccc2c1=O)Nc1nc(-c2ccccc2)cs1	-5%	-4%	-6%
Cc1ccc(Cl)cc1NC(=S)N(CCCN1CCN(C)CC1)Cc1cccs1	4%	-10%	-6%
CN(C)C(CNC(=O)Cc1cccc(C(F)(F)F)c1)c1ccccc1 (stereo not given)	4%	2%	0%

Next section:
Sequence of screens: TDP1 inh, N370S GC, FEN1 inhibitor
- CC1(C(=O)N2CCN(Cc3ccccc3Cl)CC2)CC1(Cl)Cl (stereo not given)
    6%, 1%, 3%
- O=C(c1ccc(CSc2nc3ccncc3n2Cc2ccccc2F)cc1)N1CCCCCC1
    4%, ·, 13%
- S=C(NNc1nc(Nc2ccccc2)nc(N2CCCCC2)n1)NC1CCCCC1
    10%, 28%, -18%
- CN(CC(=O)Nc1cccc2c1CCCC2)S(=O)(=O)c1ccccc1
    1%, ·, -3%
- CCCCNC(=O)c1cc2nc3c(c(C(F)(F)F)n2n1)CCc1ccccc1-3
    2%, -3%, -3%
- COCCN(CC(=O)Nc1cccc(C)c1C)C(=O)c1ccc(-n2cccn2)cc1
    0%[56.1 µM], ·, -3%
- COc1ccc(NC(=O)CN2CCCN(Cc3ccc(Cl)cc3)S2(=O)=O)cc1Cl
    0%, ·, -19%
- CCOC(=O)c1ccc2c(c1)N(Cc1cccc([N+](=O)[O-])c1)C(=O)c1ccccc1S2
    7%, ·, 3%
- NS(=O)(=O)c1cccc(NC(=O)c2cccc3c(Br)cccc23)c1
    ·, 0%, -5%
- CC(=O)NCCC(=O)Nc1cc(S(=O)(=O)N2CCOCC2)ccc1Oc1ccccc1
    3%[56.1 µM], 2%, -3%

Arranged by molar mass (largest number first): part of the list above.
Sequence of screens: TDP1 inh, N370S GC, FEN1 inhibitor
- CC(=O)NCCC(=O)Nc1cc(S(=O)(=O)N2CCOCC2)ccc1Oc1ccccc1
    3%[56.1 µM], 2%, -3%
- NS(=O)(=O)c1cccc(NC(=O)c2cccc3c(Br)cccc23)c1
    ·, 0%, -5%
- CC1(C(=O)N2CCN(Cc3ccccc3Cl)CC2)CC1(Cl)Cl (stereo not given)
    6%, 1%, 3%

Back to the main list, starting three compounds before the break.
Sequence of screens: TDP1 inh, N370S GC, FEN1 inhibitor
- CCOC(=O)c1ccc2c(c1)N(Cc1cccc([N+](=O)[O-])c1)C(=O)c1ccccc1S2
    7%, ·, 3%
- NS(=O)(=O)c1cccc(NC(=O)c2cccc3c(Br)cccc23)c1
    ·, 0%, -5%
- CC(=O)NCCC(=O)Nc1cc(S(=O)(=O)N2CCOCC2)ccc1Oc1ccccc1
    3%[56.1 µM], 2%, -3%
- Cn1c(C(=O)N2CCOCC2)cc2c(=O)n3ccccc3nc21
    3%, -8%, 11%
- Cc1ccc2occ(C(=O)c3ccco3)c(=O)c2c1
    -4%, -11%, -3%
- Cc1cc(C)c(S(=O)(=O)N2CCN(C(=O)C3CC3)CC2)c(C)c1
    0%, -1%, 2%
- c1ccc(Cn2nnnc2C(c2ccccn2)N2CCN(c3ccccc3)CC2)cc1 (stereo not given)
    5%, 25%, 4%
- CSc1ccc(C(=S)N2CCCCCC2)cc1
    ·, 1%, 3%
- CCN(CC)S(=O)(=O)c1ccc(C)c(NC(=O)CSc2ncc(C(F)(F)F)cc2Cl)c1
    4%, 1%, 5%
- Cc1cnc(C(=O)OCC(=O)Nc2ncc(Cl)cc2Cl)cn1
    -11%, ·, 3%
- CN(Cc1ccccc1)C(=O)COC(=O)c1cc(=O)c2ccccc2o1
    0%, ·, 14%
- CC(C)(C)c1nc2ccccc2c(=O)n1N1C(=O)c2ccccc2C1=O
    0%, 26%, -1%
- O=C(N/N=C/c1ccc2c(c1)OCO2)c1ccc2c(c1)OCCO2
    3%, 0%, -4%
- O=S(=O)(NCc1ccccc1F)NCc1ccccc1F
    2%, -12%, 14%
- c1ccc2c(c1)[nH]c1c(NCC3CCCO3)ncnc12 (stereo not given)
    4%, -6%, ?
- O=C(/C=C/c1ccco1)NC(=S)Nc1ccccc1O
    1%, -14%, 8%
- O=C(Cc1ccccc1)N(Cc1cccnc1)c1nc2ccc(F)cc2s1
    5%, ·, 2%
- CCC(C)Sc1cc(C)c(C#N)c2nc3ccccc3n12 (stereo not given)
    6%, 11%, -1%
- COc1ccc(CCNC(=O)CN2C(=O)COc3ccc(C)cc32)cc1OC
    -2%, ·, 16%
- O=C(Nc1ccc(C(=O)N2CCOCC2)cc1)Nc1cccc2ccccc12
    5%, -3%, 4%
- CCN(CC(=O)N1CCCCCC1)S(=O)(=O)c1ccc(Cl)cc1
    6%, -7%, 4%
- O=C(COC(=O)/C=C/c1ccc(Cl)cc1)Nc1ccc2[nH]c(=O)[nH]c2c1
    -5%[0.505 µM], -12%, -9%
- COc1ccc(N/C=C(\C(C)=O)c2ccc(OC)c(OC)c2)cc1OC
    0%, -5%, -1%
- CCOC(=O)C(NCc1ccccn1)(NC(=O)c1cccnc1)C(F)(F)F (stereo not given)
    5%, -6%, 11%
- O=C(Nc1nc(-c2ccc(F)cc2)cs1)c1ccc(N2C(=O)CCC2=O)cc1
    0%, 3%, 1%
- O=C(c1ccc2[nH]c(=O)c(=O)[nH]c2c1)N1CCN(c2ccccc2)CC1
    -4%, -7%, 10%
- CN1CCN(S(=O)(=O)c2ccc(NC(=O)Cc3ccc([N+](=O)[O-])cc3)cc2)CC1
    7%, -15%, -4%
- Cc1cc(O)c(C(C)C)cc1NC(=O)Nc1cccc2ccccc12
    -5%, 5%, 6%
- CC(=O)SC1CC2=CC(=O)CCC2(C)C2CCC3(C)C(CCC34CCC(=O)O4)C12 (stereo not given)
    -3%, 16%, -3%
- COc1cc(C(=S)N2CCCC2)cc(Cl)c1O
    4%, 1%, -11%
- CCCOc1ccc(C(=O)NC(=S)NNC(=O)c2c(-c3ccccc3)noc2C)cc1
    12%, -16%, -3%
- O=C(CN1CCc2ccccc2C1)Nc1cccc(S(=O)(=O)N2CCCC2)c1
    3%, -5%, -3%
- CCC1=C(c2ccc(C)cc2)S(=O)(=O)N=C1N1CCC(C(=O)NCCc2cccc(OC)c2)CC1
    3%, ·, -6%
- Cc1noc(C)c1COc1ccc(C(=O)N2CCN(S(=O)(=O)c3cccc(F)c3)CC2)cc1
    1%, ·, 0%
- O=C(OCC(=O)N1CCc2ccccc2C1)c1ccc(F)cc1Cl
    1%, ·, -8%
- O=C1/C(=C\c2ccsc2)NC(=S)N1c1ccccc1
    5%, -5%, -15%
- CCOC(=O)c1c(C)[nH]c(C)c1S(=O)(=O)N1CCCC(C(=O)N2CCN(c3cccc(C)c3C)CC2)C1 (stereo not given)
    8%, ·, -8%
- O=C(NCc1ccccc1)C1CCCN(C(=O)c2ccc(F)cc2)C1 (stereo not given)
    -1%, -12%, -1%
- CCOc1ccc(NC(=O)c2cccc3c(=O)c4c([nH]c23)CCCC4)cc1
    11%, ·, 2%
- COC(=O)c1nc2n(n1)C(c1cc(OC)ccc1OC)C(C(=O)Nc1ccc(C)cc1C)=C(C)N2 (stereo not given)
    3%, ·, 15%
- O=C(O)/C=C/C(=O)Nc1cccc(C(F)(F)F)c1
    8%, -24%, 0%
